Screens: PubChem BioAssay, National Center for Advancing Translational Sciences (NCATS)
TSG101-PTAP inh: blocks PTAP/TSG101 interaction to inhibit HIV-1 budding | Fluorescence polarization, FITC-PTAP peptide / Tsg101 binding | 340,000 tested, under 10 active | Q99816 | Potency, µM (doses to about 115 µM), inactives show at the top dose activity change, negative = inhibition, most hits filed as inhibitors; active means well fitted inhibition curve with a large enough effect in the main read-out, with a control signal flat, not every such curve was filed as active; inconclusive means small, poorly fitted or top-dose-only effect, or effect the other way, or a change in a side signal; inactive means no such curve, though single readings can be large or run the other way; further: potency means the concentration at half of the fitted maximal effect; % of control where 0% means no effect
Target sequence (Q99816 whole entry, looked up): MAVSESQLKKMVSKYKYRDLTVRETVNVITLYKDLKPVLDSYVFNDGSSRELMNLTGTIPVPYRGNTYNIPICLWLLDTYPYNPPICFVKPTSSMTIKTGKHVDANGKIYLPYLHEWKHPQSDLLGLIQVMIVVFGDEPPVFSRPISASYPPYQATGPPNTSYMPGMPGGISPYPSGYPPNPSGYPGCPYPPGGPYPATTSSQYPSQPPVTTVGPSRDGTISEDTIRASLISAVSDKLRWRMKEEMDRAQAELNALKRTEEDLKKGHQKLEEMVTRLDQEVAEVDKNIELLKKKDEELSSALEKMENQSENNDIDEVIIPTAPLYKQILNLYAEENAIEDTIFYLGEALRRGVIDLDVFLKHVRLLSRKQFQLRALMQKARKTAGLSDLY
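Steps: Tsg101 binding domain dispensed (10 uM final), compounds pinned in DMSO, FITC-labeled PTAP-motif peptide added (50 nM final); after 20 min binding at room temperature, polarization measured.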
Eya2 phos inh: inhibitors of human Eya2 phosphatase activity; recombinant Eya2, OMFP fluorescence dephosphorylation (OMFP is methylfluorescein phosphate); Potency, µM (series often up to 76.9 µM), for inactives: at the highest dose activity, negative = inhibition, most hits filed as inhibitors; actives 0.006% (n = 330,000); AID 488837; further: potency means the concentration at half of the fitted maximal effect; on the % scale 0 is the no-effect control and ±100 the full control effect
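Eya2 (0.2 uM) preincubated 10 min at ambient with compound, then OMFP substrate added at 50 uM; 10 min reaction in 50 mM HEPES pH 7.5, 50 mM NaCl, 5 uM MgCl2, 0.05% BSA, 1 mM DTT. Fluorescence read at Ex 485/Em 525 nm.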
ELG1 genotoxic: induces genotoxicity in HEK293T cells with luciferase-tagged ELG1. Potency, µM (top dose mostly 46 µM), without a hit: top-dose activity change, positive = activation, hits mostly activators. actives 1.3% (n = 330,000). HEK293T ELG1-luciferase reporter, luminescence, 16 h. AID 504466; further: potency means the concentration at half of the fitted maximal effect; % of control where 0% means no effect; nearly all actives have a fitted effect of over 60% in size
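After overnight (16 hr) compound treatment at 37 °C, ELG1-luciferase HEK293T cells were lysed with ONE-Glo; luminescence quantified 30 min later at room temperature.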
BRCA1 expr act: activators of BRCA1 expression. MCF7-BRCA1-FFLuc reporter, luminescence, 48 h; response scale: scaled: vehicle 0%, 10 µM genistein 100%. Potency, µM (doses to about 46.1 µM), without a hit: at the highest dose activation, usual class: activators. actives 1.1% (n = 380,000). AID 624202; further: potency means the concentration at half of the fitted maximal effect; nearly all actives have a fitted effect of over 80% in size; some results filed as inactive show a strong effect at the top dose
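Quantitative HTS in MCF7 cells stably reporting BRCA1 expression via firefly luciferase. Compound treatment lasts 48 h at 37 °C in phenol-red free MEM. Activation is expressed relative to genistein at 10 microM and DMSO.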
B2AR arrestin: recruits beta-arrestin to the human beta2-adrenergic receptor | Potency, µM (highest dose often 46.1 µM), for the others: at the top dose activation, usual class: activators | beta-arrestin recruitment to beta2AR, cell-based reporter | P07550 | actives 0.02% (n = 330,000);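 further: potency means the concentration at half of the fitted maximal effect; 0% = DMSO controls and full agonism = EC100 isoproterenol or metaproterenol; nearly all actives have a fitted effect of over 65% in size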
USP2a block: USP2a (human) protease inhibition; O75604; USP2 core, Ub-CHOP2 coupled fluorogenic reporter, 485/531; Potency, µM (highest dose often 38.3 µM), inactives show at the highest dose activity change, negative = inhibition, most hits filed as inhibitors; actives 0.01% (n = 330,000);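 further: potency means the concentration at half of the fitted maximal effect; plate controls were DMSO wells for no effect and full inhibition by NEM control for full effect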
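Cell-free coupled assay: 10nM USP2 core preincubated 30min RT with compound in Tris-HCl pH 8.0/CaCl2/CHAPS buffer, then 25nM Ub-CHOP2 and 25nM reporter substrate; fluorescence (Ex 485/Em 531) read after 60min RT, normalized to NEM inhibition, concentration-response curves fitted.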
TRPV1 ag: activates the human vanilloid receptor TRPV1; Q8NER1; TRPV1-expressing cells, Fluo-8 calcium influx, agonist mode; activation, % at 8.33 µM; actives 0.19% (n = 320,000); AID 540275; in the data active means activation above about 80%; inconclusive means between about 30% and that limit; further: 0% is about no effect
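Cells expressing TRPV1 were dye-loaded with Fluo-8 and read kinetically: 10 s baseline, 3 min after compound (agonist portion), then 2 min after EC20 capsaicin (allosteric enhancer portion). Calcium-bound dye fluorescence at 480/520 nm.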
p53 reactivation: mutant p53 re-activation in reporter cells; Potency, µM (series often up to 92.2 µM), for the others: at the top dose activity change, positive = activation, most hits filed as activators; actives 0.063% (n = 320,000); H1299 p53-A138V BP100-luciferase reporter, luminescence, 24 h; further: potency means the concentration at half of the fitted maximal effect; % of control where 0% means no effect; nearly all actives have a fitted effect of over 45% in size
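p53-null H1299 cells stably carrying temperature-sensitive p53-A138V and a BP100-luciferase reporter were pinned with compounds (4-point, 1:5 series) and held 24 hrs at 37 deg C. Luminescence was read 10 min after detection reagent.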
uPA surface inh: blocks generation of uPA at the cell surface; AID 540303; cell surface uPA generation assay, qHTS; Potency, µM (doses to about 38.3 µM), for inactives: at the highest dose activity change, negative = inhibition, most hits filed as inhibitors; actives 0.31% (n = 330,000); active means well fitted inhibition curve with a large enough effect; inconclusive means small, poorly fitted or top-dose-only effect; inactive means no such curve, though single readings can be large or run the other way; tested in mouse RAW 264.7 cells; further: potency means the concentration at half of the fitted maximal effect; on the % scale 0 is the no-effect control and ±100 the full control effect; nearly all actives have a fitted effect of over 55% in size
ASM inhibitor: blocks human secretory acid sphingomyelinase. P17405. placental ASM, HMU-PC fluorogenic substrate, 60 min. Potency, µM (doses to about 57.5 µM), without a hit: at the top dose activity change, negative = inhibition, hits mostly inhibitors. actives 0.006% (n = 340,000); further: potency means the concentration at half of the fitted maximal effect
Target sequence (P17405 47-631 limits assumed): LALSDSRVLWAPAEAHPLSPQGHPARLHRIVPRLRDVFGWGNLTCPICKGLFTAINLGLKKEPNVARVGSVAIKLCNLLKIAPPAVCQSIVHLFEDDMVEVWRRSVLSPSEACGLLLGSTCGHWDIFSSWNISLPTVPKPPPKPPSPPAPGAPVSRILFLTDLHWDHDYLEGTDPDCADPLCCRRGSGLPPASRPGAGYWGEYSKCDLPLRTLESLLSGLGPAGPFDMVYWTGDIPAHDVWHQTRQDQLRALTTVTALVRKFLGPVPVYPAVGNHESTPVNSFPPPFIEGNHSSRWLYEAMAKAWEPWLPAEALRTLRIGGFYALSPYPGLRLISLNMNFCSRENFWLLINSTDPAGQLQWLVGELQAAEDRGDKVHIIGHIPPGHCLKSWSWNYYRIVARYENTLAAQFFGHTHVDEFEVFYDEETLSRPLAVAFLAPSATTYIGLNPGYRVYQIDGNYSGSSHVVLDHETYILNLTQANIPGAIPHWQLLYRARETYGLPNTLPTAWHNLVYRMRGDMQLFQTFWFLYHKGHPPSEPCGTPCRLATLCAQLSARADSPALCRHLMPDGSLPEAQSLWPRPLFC
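Human placenta-derived ASM preincubated with compound 10 min at room temperature, then reacted with 9 uM (final) fluorogenic HMU-PC substrate for 60 min at 37 C. Stop solution raises pH to 10; fluorescence read at Ex 386/Em 447 nm.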
Integrin act MD: integrin-mediated muscular dystrophy alleviation activation; alpha7betagal myoblasts, beta-gal FDG fluorescence, 48 h; Potency, µM (titrated, usually from 38.3 µM), inactives show at the top dose activation, most hits filed as activators; actives 0.064% (n = 350,000); AID 624291;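 further: potency means the concentration at half of the fitted maximal effect; 100% = response of the positive control SU9516; nearly all actives have a fitted effect of over 60% in size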
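alpha7betagal+/- myoblasts (passage 13, 250/well) treated 48 h at 37C with compounds at 1:260 dilution of DMSO stock. Lysed, then beta-galactosidase activity read as FDG fluorescence (ex 480/em 540) after 30 min, with pre-read for autofluorescence.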
Numbers without * were called inactive; i = inactive; u = inconclusive; x = no result given; [ ] = remark or other dose. Unless noted, the call rests on the fitted dose curve; in most records, active means well fitted curve in the direction sought with a large enough effect; inconclusive means small, poorly fitted or top-dose-only effect, or another doubt; inactive means no such curve, though single readings can be large; an effect the other way counts as inactive or inconclusive.

cpd | SMILES | TSG101-PTAP inh | Eya2 phos inh | ELG1 genotoxic | BRCA1 expr act | B2AR arrestin | USP2a block | TRPV1 ag | p53 reactivation | uPA surface inh | ASM inhibitor | Integrin act MD
1 | COc1ccc(/C=C2\SC(=Nc3ccccc3)NC2=O)cc1 | x | -20% | 7% | x | -0.2% | -2% | 5 | 5% | x | x | x
2 | O=S(=O)(N1CCCCCC1)N1CCN(S(=O)(=O)N2CCCCC2)CC1 | -5% | -13% | 2% | -15% | -0.2% | -3% | 23 | 0% | x | 3% | 23%
3 | O=[N+]([O-])c1ccc(N2CCCC2)nc1 | -2% | 0% | 1% | 10% | -0.4% | 1% | -3 | -2% | 0% | -6% | 5%
4 | O=C1[C@H]2[C@@H](/C=C/c3ccccc3)N3C(=O)CN(CC4CC4)C(=O)[C@@]3(Cc3ccccc3)[C@H]2C(=O)N1c1ccccc1 | 0% | 7% | 3% | -6% | -0.5% | -2% | 2 | x | 3% | 0% | -23%
5 | CC1CC(=O)C(C2c3ccccc3CCN2C(=O)CCl)C(=O)C1 (stereo not given) | 1% | 1% | -2% | 5% | 0.6% | 1% | 1 | -7% | 11% | -1% | -9%
6 | O=C(CSc1ncnc2ccccc12)N1CCNC1=O | -1% | 8% | 12% | 4% | -0.2% | 0% | x | 4% | u | -5% | -17%
7 | COc1ccc(OCc2nnc(SCC(=O)Nc3cccc(C(C)=O)c3)o2)cc1 | -1% | -7% | -2% | 10% | -0.5% | 0% | 5 | 19% | -8% | 2% | u
8 | CC1CCCC(NC(=O)CSc2ncnc3ccccc23)C1C (stereo not given) | -12% | -13% | -6% | -35% | 0.0% | 6% | x | 10% | u | 0% | -24%
9 | c1ccc(-n2cnc3ccccc32)nc1 | -1% | 0% | -9% | 31% | -0.3% | 2% | 1 | -25% | 1% | 1% | u
10 | CC1(O)N(CCC(=O)Nc2cccc(F)c2)C(=O)OC12CCCCC2 (stereo not given) | 3% | 7% | -1% | 21% | 0.0% | 7% | 4 | 1% | -4% | 2% | -52%[inhibitor]
11 | Cc1cc(=O)oc(C)c1C(=O)NCc1cccnc1 | -5% | 2% | 1% | 10% | -0.7% | 0% | 10 | -8% | x | 1% | -18%
12 | COC(=O)Cn1c(=NC(=O)CSC(C)=O)sc2ccccc21 | 0% | 1% | -3% | 0% | -0.6% | 2% | 9 | 8% | -2% | 5% | -19%
13 | O=C(c1cc(C2CC2)nn1-c1ccccc1)N1CCN(S(=O)(=O)c2cccc(F)c2)CC1 | -11% | 16% | -6% | -12% | 5.3% | 1% | u | -4% | 3% | -2% | 3%
14 | C=CCSc1nnc(-c2cc3c(s2)-c2ccccc2CC3)o1 | 0% | -17% | 8% | -10% | 0.1% | 0% | 10 | 9% | 4% | i | -28%
15 | COc1ccc(OC)c(CNC(=O)CCSCc2ccc(F)cc2Cl)c1 | -1% | 2% | -4% | -22% | 0.8% | 0% | -3 | -6% | 15% | 1% | -26%
16 | CCCCOC(=O)c1cccc(NC(=O)CC)c1 | -10% | 0% | 3% | 44% | 0.5% | 0% | 27 | 6% | -1% | -1% | -2%
17 | COc1ccc(CCNS(=O)(=O)c2ccc3c(c2)NC(=O)C(C)S3)cc1OC (stereo not given) | -1% | 0% | -1% | 1% | -0.7% | 0% | 1 | -14% | -9% | 5% | 18%
18 | Cc1ccccc1NC(=O)CN1C(=O)NC2(CCCCC2)C1=O | -3% | 14% | 2% | 9% | -0.1% | 3% | 0 | -3% | -1% | 2% | 14%
19 | O=C1c2ccsc2SCCN1Cc1ccc(Cl)cc1Cl | -3% | -17% | -2% | -22% | -0.1% | -7% | 12 | -2% | 3% | -1% | -6%
20 | CN(c1ccccc1)S(=O)(=O)c1cccc(C(=O)N2CCN(c3ccccn3)CC2)c1 | -2% | -1% | -10% | -24% | 0.3% | 3% | 3 | -2% | 0% | -2% | 16%
21 | O=C(CSc1ccccc1Cl)N1CCOCC1 | -8% | -21% | 1% | -3% | 0.4% | 9% | 2 | 0% | -10% | -1% | -27%
22 | O=c1[nH]c2cc3c(cc2cc1CN(Cc1cccnc1)C(=S)NCc1ccco1)OCO3 | 0% | 13% | -6% | -3% | 4.3% | 2% | 2 | -3% | -4% | 27% | -19%
23 | C/C(=N\Nc1nc(C)cc(-c2ccccc2)n1)c1ccc(O)cc1 | -2% | 12% | -3% | 83% | -0.8% | 0% | 14 | x | 10µM* | -2% | -41%
24 | COCCCNC(=O)C1CCN(c2ncccn2)CC1 | -5% | -14% | 2% | 1% | 0.4% | 1% | 0 | 0% | 0% | 0% | 19%
25 | Cc1cc([N+](=O)[O-])ccc1NC(=O)/C=C/c1cccs1 | 0% | -1% | 22% | 5.6µM* | 0.6% | -3% | u | u | 1% | -7% | -4%
26 | CCCCC(C)Sc1nc2c([nH]1)c(=S)n(C)c(=O)n2C (stereo not given) | -8% | x | x | -56% | x | x | x | x | 10% | -7% | -17%
27 | CCC(=O)OCC(=O)Nc1cc([N+](=O)[O-])ccc1OC | 1% | -7% | -7% | 0% | 0.0% | 1% | 1 | -3% | 5% | -2% | -27%
28 | COC(=O)c1ccc(NC(=O)Cn2nc(C)c3ccccc3c2=O)cc1 | -1% | -7% | 0% | 4% | -0.1% | 2% | -2 | x | 7% | -1% | 10%
29 | COc1ccc(CC(=O)NC(C)CCc2ccccc2)cc1OC (stereo not given) | -1% | -7% | -3% | -28% | -0.6% | 5% | u | 0% | 5% | 6% | 18%
30 | COc1cccc(C(=O)NC2CCN(CC(=O)Nc3ccccc3Cl)CC2)c1 | -3% | -3% | -4% | -2% | -0.9% | -1% | 6 | -5% | -7% | 0% | -1%

Excerpt, entries 29–30
cpd | SMILES | TSG101-PTAP inh | Eya2 phos inh | ELG1 genotoxic | BRCA1 expr act | B2AR arrestin | USP2a block | TRPV1 ag | p53 reactivation | uPA surface inh | ASM inhibitor | Integrin act MD
29 | COc1ccc(CC(=O)NC(C)CCc2ccccc2)cc1OC (stereo not given) | -1% | -7% | -3% | -28% | -0.6% | 5% | u | 0% | 5% | 6% | 18%
30 | COc1cccc(C(=O)NC2CCN(CC(=O)Nc3ccccc3Cl)CC2)c1 | -3% | -3% | -4% | -2% | -0.9% | -1% | 6 | -5% | -7% | 0% | -1%

Remaining list, next part:
cpd | SMILES | TSG101-PTAP inh | Eya2 phos inh | ELG1 genotoxic | BRCA1 expr act | B2AR arrestin | USP2a block | TRPV1 ag | p53 reactivation | uPA surface inh | ASM inhibitor | Integrin act MD
31 | N#CC1=C(N)Oc2n[nH]c(-c3cccs3)c2C1C1CCCCC1 (stereo not given) | -7% | -25% | -2% | -12% | 0.1% | -27% | -4 | -4% | -5% | -12% | -25%
32 | Cc1cc(C(=O)NC2CCCc3c2cnn3-c2ccc(C(C)(C)C)cc2)nn1C (stereo not given) | -1% | -16% | -22% | -43% | 0.0% | 2% | 1 | -10% | -2% | 2% | -41%
33 | CC(=O)NC(CC(=O)N1CCCC1)c1ccccc1 (stereo not given) | -6% | x | x | 0% | x | x | x | x | -1% | 3% | -43%
34 | CSc1cccc(N2CC(C(=O)N3CCN(S(=O)(=O)c4ccccc4Cl)CC3)CC2=O)c1 (stereo not given) | -5% | -39% | -5% | -31% | 0.3% | 3% | x | -7% | 3% | -3% | -16%
35 | Cc1cccc(/C=N/n2c(C)cc(C)c(C#N)c2=O)c1 | 4% | 4% | 1% | 1% | -0.2% | 0% | -1 | -3% | x | 4% | 16%
36 | COc1ccc(S(=O)(=O)N2CCN(C(=O)C3CC3)CC2)cc1Br | -5% | 3% | 2% | -10% | 0.2% | 3% | 25 | -4% | -1% | 3% | 37%
37 | Cc1[nH]c(=S)[nH]c(=O)c1Cc1c(O)ccc2ccccc12 | -2% | x | x | -33% | x | x | x | x | 4% | 9% | 19%

Some of the entries so far, screen by screen:
#35 Cc1cccc(/C=N/n2c(C)cc(C)c(C#N)c2=O)c1
#37 Cc1[nH]c(=S)[nH]c(=O)c1Cc1c(O)ccc2ccccc12
#33 CC(=O)NC(CC(=O)N1CCCC1)c1ccccc1 (stereo not given)
Screen / compound no. | 35 | 37 | 33
TSG101-PTAP inh | 4% | -2% | -6%
Eya2 phos inh | 4% | x | x
ELG1 genotoxic | 1% | x | x
BRCA1 expr act | 1% | -33% | 0%
B2AR arrestin | -0.2% | x | x
USP2a block | 0% | x | x
TRPV1 ag | -1 | x | x
p53 reactivation | -3% | x | x
uPA surface inh | x | 4% | -1%
ASM inhibitor | 4% | 9% | 3%
Integrin act MD | 16% | 19% | -43%
